ALOX12 inh – inhibitors of human 12S-lipoxygenase ALOX12. Potency, µM (titrated, usually from 108 µM), inactives show top-dose activity change, negative = inhibition, actives largely listed as inhibitors. hit rate 1.1% among 580,000. purified 12hLO, xylenol orange hydroperoxide absorbance. P18054; active = well fitted inhibition curve with a large enough effect; inconclusive = small, poorly fitted or top-dose-only effect, or another doubt; inactive = no such curve, though single readings can be large or run the other way
Target sequence (P18054 whole entry, looked up): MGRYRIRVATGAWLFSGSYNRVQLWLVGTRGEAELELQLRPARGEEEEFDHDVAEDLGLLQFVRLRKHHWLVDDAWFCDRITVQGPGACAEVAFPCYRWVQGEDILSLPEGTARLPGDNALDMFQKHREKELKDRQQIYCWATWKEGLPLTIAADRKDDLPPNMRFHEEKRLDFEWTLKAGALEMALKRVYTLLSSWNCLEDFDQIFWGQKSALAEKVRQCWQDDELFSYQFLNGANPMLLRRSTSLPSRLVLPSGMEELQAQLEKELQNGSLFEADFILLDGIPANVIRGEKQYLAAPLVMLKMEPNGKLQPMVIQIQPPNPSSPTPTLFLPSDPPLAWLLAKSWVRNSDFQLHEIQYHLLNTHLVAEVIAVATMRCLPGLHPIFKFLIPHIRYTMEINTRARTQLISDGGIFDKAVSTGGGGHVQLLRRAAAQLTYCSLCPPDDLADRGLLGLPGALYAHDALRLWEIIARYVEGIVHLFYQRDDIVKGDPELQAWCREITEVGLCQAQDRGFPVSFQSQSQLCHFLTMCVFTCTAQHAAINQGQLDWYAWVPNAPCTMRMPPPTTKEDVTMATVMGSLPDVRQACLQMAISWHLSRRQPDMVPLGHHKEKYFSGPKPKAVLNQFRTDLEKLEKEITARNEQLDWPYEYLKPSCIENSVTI
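Hydroperoxide product was detected by ferrous iron/xylenol orange as the 573 to 405 nm absorbance ratio. Arachidonic acid at 40 uM (final) was turned over for 30 min at room temperature by 150 nM human 12hLO, pH 7.0 Hepes buffer, after 15 min compound preincubation.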
Active calls of the source: *; ? = inconclusive; [ ] = dose if it differs, or a comment. % is set by controls: 0 for no effect and ±100 for the full control effect; potency is the fitted concentration of half-maximal effect. Only part of the results is shown; count on the stated rates, not on these rows.

Start of the listing, in advance:
SMILES	ALOX12 inh
O=C1CCN(S(=O)(=O)c2ccccc2)CCCN(C(=O)C2(c3ccccc3)CC2)CCN1	34%[activator]
O=C(NCc1ccccc1)N1CC(n2cc(C(=O)N3CCOCC3)nn2)C1	54%[activator]

Results, repeating the preview:
SMILES	ALOX12 inh
O=C1CCN(S(=O)(=O)c2ccccc2)CCCN(C(=O)C2(c3ccccc3)CC2)CCN1	34%[activator]
O=C(NCc1ccccc1)N1CC(n2cc(C(=O)N3CCOCC3)nn2)C1	54%[activator]
Cc1ccc(-n2c(C3CCN(C(=O)c4ccc(C#N)cc4)CC3)n[nH]c2=O)cc1	?
Cn1c(=O)[nH]c(=O)c2c1nc(SCCO)n2Cc1ccc(Cl)cc1	-28%
COc1ccc2c(c1)CN(C(=O)N1CCOCC1)CC[C@H]1COC(=O)N21	11%[176 µM]
Cc1noc(C)c1CN1CCc2c(n(Cc3cccnc3)n(CCc3ccccc3)c2=O)C1	53%[activator]
CCN1c2cc(C(=O)NCc3cccc(C(F)(F)F)c3)ccc2C(=O)N2CCCCCC21 (stereo unspecified)	7%
Cc1cccc(C(C)C)c1NC(=O)CCc1ncc(-c2ccc(F)cc2F)o1	?
O=C(NCCCNC(=O)C1CCCCC1)C1CCCCC1	3%
Cc1ccc(C(=O)N2CCCN(c3cc(-c4ccc(C)c(C)c4)[nH]n3)CC2)cc1C	8%
Cc1cc2oc(C(=O)NCC(c3ccco3)N3CCOCC3)c(C)c2cc1C (stereo unspecified)	?
CN(C)C(=O)c1ccc2cncn2c1	90%[activator][176 µM]
Cc1ccccc1CS(=O)Cc1ccc(F)cc1 (stereo unspecified)	10%
Cc1cccc(N/C=C/C(=O)c2ccc([N+](=O)[O-])cc2)c1	-11%
O=c1oc2ccccc2c(N2CCCC2)c1NS(=O)(=O)c1cccc(F)c1	?
CC(C)CC1NC(=O)N(Cc2coc(-c3ccccc3)n2)C1=O (stereo unspecified)	?
O=[N+]([O-])c1cccc(N=Cc2ccc(C#Cc3ccccc3)cc2)c1	7%
O=C(NCCn1cccc1-c1nc(-c2ccc3c(c2)OCO3)no1)c1ccc(Cl)s1	0%
COc1ccc(Cn2c(C3CCN(C(=O)c4ccc(OC)cc4)CC3)n[nH]c2=O)cc1	5%
Cc1cnc(CC2CCN(C(=O)C(C)c3ccccc3)CC2)n1Cc1ccc(F)cc1 (stereo unspecified)	-8%
CC(=O)c1ccc(NC(=O)C2(c3ccc(Br)cc3)CCCC2)cc1	?
COC(=O)c1nc2ccccc2nc1N1CCN(c2cc(C)ccc2C)CC1	?
CN(C)C1CCCN(C(=O)c2csc3c2CCCC3)CC1 (stereo unspecified)	5%
Cn1nc(C(=O)N2CCc3nn(CC#N)c(=O)n3CC2)c2ccccc21	17%
O=C(CCCc1c[nH]c2ccccc12)N1CCCCC1	4%
O=C(Nc1ccccc1)N[C@H]1[C@H](O)[C@@H](Sc2ccccc2)[C@@H]2OC[C@H]1O2	3%[176 µM]
CCOc1ccc2c(c1)cc(C(=O)NCCOc1ccc(Cl)cc1)n2C	104%[activator]
C=C(C)COc1ccc2c(C)c(CC(=O)Nc3ccc4c(c3)OCCO4)c(=O)oc2c1	?
Cc1cc(NC(=O)CCc2ncc(-c3ccccc3Cl)o2)ccc1Br	?
COc1ccc(-c2ccc3nc(-c4ccc(F)cc4F)oc3c2)c(OC)c1OC	24%

Quoted at random: four records from the list.
SMILES	ALOX12 inh
CCOc1ccc2c(c1)cc(C(=O)NCCOc1ccc(Cl)cc1)n2C	104%[activator]
Cc1cccc(N/C=C/C(=O)c2ccc([N+](=O)[O-])cc2)c1	-11%
CN(C)C(=O)c1ccc2cncn2c1	90%[activator][176 µM]
O=C(NCCn1cccc1-c1nc(-c2ccc3c(c2)OCO3)no1)c1ccc(Cl)s1	0%

Not a retest: entries from further up.
SMILES	ALOX12 inh
O=C(CCCc1c[nH]c2ccccc12)N1CCCCC1	4%
O=C(Nc1ccccc1)N[C@H]1[C@H](O)[C@@H](Sc2ccccc2)[C@@H]2OC[C@H]1O2	3%[176 µM]
CCOc1ccc2c(c1)cc(C(=O)NCCOc1ccc(Cl)cc1)n2C	104%[activator]
C=C(C)COc1ccc2c(C)c(CC(=O)Nc3ccc4c(c3)OCCO4)c(=O)oc2c1	?
Cc1cc(NC(=O)CCc2ncc(-c3ccccc3Cl)o2)ccc1Br	?
COc1ccc(-c2ccc3nc(-c4ccc(F)cc4F)oc3c2)c(OC)c1OC	24%

(list continues)
SMILES	ALOX12 inh
CN1CCCC2(CC1)CCN(C(=O)c1ccc(C#CC(C)(C)O)cc1)CC2	70%[activator]
C/C=C(/C)C(=O)OC1Cc2cc3ccc(=O)oc3cc2OC1(C)C (stereo unspecified)	-13%
O=C(c1ccncc1)N(Cc1ccccc1)Cc1cc2ccccc2[nH]c1=O	1%
O=C(NC1=NCCS1)c1cc2ccccc2s1	-1%
CCc1ocnc1C(=O)N1CCC(Oc2ccccc2)(C(=O)O)CC1	-1%
COCCNC(=O)[C@@H]1C[C@H](Oc2ccccc2)CN1C(=O)c1cc2ccc(OC)cc2[nH]1	1%
C=CCNC(=O)NC(=O)CN(CC)c1ccc(C)cc1C	-54%
CSCc1ccc(C(=O)N2CCCC(O)(CN3CCCC3)C2)o1 (stereo unspecified)	100%
Cc1ccc(-n2cnnc2SCc2nc3ccccc3o2)c(C)c1	12%
COC(=O)C1=C(C)N(Cc2ccccc2)C(=S)NC1c1cccc(Br)c1 (stereo unspecified)	40µM*
COCCN1CCCC2(CCN(c3nc4c(c(=O)[nH]c(=O)n4C)n3C)C2)C1=O (stereo unspecified)	31%
COC(=O)[C@@H]1CCCN1C(=O)c1c(OC)cc(=O)n2c1CCN(Cc1ccc(C)o1)CC2	1%
Cc1ccc(Sc2c(C)nn(C(=O)C3CCCN3S(=O)(=O)c3ccc(F)cc3)c2C)cc1 (stereo unspecified)	-2%
COc1ccc(-n2cc(COC(=O)NCCc3c[nH]c4ccccc34)nn2)cc1	0%
CC1CCN(c2nc3nonc3nc2Nc2cccc(Br)c2)CC1	-10%
Cc1ccc(C#N)c(N2CCN(C3CCCC3)C(CCO)C2)n1 (stereo unspecified)	58%[activator]
CCN(CC)CC[C@H]1CN(C(=O)NC(C)C)CC[C@H]1CC(=O)O	32%[activator][176 µM]
COC(=O)C(C(=O)OC)C1CCCCC1NS(=O)(=O)c1ccc(C)cc1 (stereo unspecified)	5%
Cc1cccc(OCCN)c1	7%
COc1ccc(Cl)cc1NC(=O)CCC1CCCN(c2ccc(C(F)(F)F)cn2)C1 (stereo unspecified)	-15%
O=C(Nc1cc(F)cc(F)c1)c1ccc2ccccc2n1	13%
O[C@@H]1[C@@H](Cn2cc(-c3cccnc3)nn2)C[C@@H](NC2CCOCC2)[C@@H]1O	?
Cc1oc(-c2cccs2)nc1CC(=O)NCC(F)(F)F	3%
COc1ccc(NC(=O)CSc2nc3c(cnn3-c3ccccc3)c(=O)[nH]2)c(OC)c1	-9%
CC1=C[C@@H](CNS(=O)(=O)c2ccccc2)[C@H](C(C)C)C[C@H]1Cc1nc2ccncc2[nH]1	-1%[176 µM]
Cc1nc(-c2c3n(c(=O)n(Cc4ccccc4C)c2=O)CCCCC3)no1	32%[activator]
COc1ccc([C@H]2C[C@@H](O)[C@@H](O)[C@@H]2NC(=O)c2ccccn2)cc1	28%[176 µM]
COC(=O)c1ccc(OC(=O)c2cc(-c3ccc(OC)cc3)nc3c(C)cc(C)cc23)cc1	-4%
COc1ccccc1-c1nc(C(=O)N2CCN(c3ncccn3)CC2)n2ccccc12	-1%[6.33 µM]
Clc1cccc(Nc2nccc3[nH]c(-c4ccncc4)nc23)c1	2%
Cc1ccc(-c2noc(-c3cccc(Cl)c3)n2)cc1	4%
CC(=O)Nc1ccc(-c2ccc(=O)n3c2[C@@H]2C[C@@H](CN(S(=O)(=O)c4ccccc4)C2)C3)cc1	-1%
Fc1cccc(-c2cnc(Nc3ccc(N4CCOCC4)cc3)c3c2CCO3)c1	?
O=C(C[C@@H]1CCNC[C@@H]1Cc1cc(-c2ccccn2)on1)NCc1ccccc1	-2%[176 µM]
COC1CCOC2(CCN(C(=O)NCc3ccc(C)cc3)CC2)C1 (stereo unspecified)	31%[activator]
CN1[C@@H](CCC(=O)N2CCOCC2)CNC(=O)[C@@H]2[C@H]1CCN2Cc1cccc(OC(F)(F)F)c1	?
COc1cccc2c1OCC(CNC(=O)CCN1Cc3ccccc3C1=O)C2 (stereo unspecified)	11%
COc1ccc(CCNC(=O)c2csc(NC(C)C)n2)cc1	20%
OCc1ccc(CN2C[C@H](O)C[C@H]2c2nc(-c3cccnc3)no2)o1	-4%[176 µM]
COCCc1nncn1C1CCN(C(=O)c2ccc(Br)cc2)CC1	43%[activator]
CN1CCN(Cc2nc(C3(O)CCN(C(=O)N4CCOCC4)CC3)cs2)CC1	0%[176 µM]
O=C1Nc2ccc(-c3ccccc3F)cc2C(=O)N2C[C@H](O)C[C@@H]12	-6%[176 µM]
COc1ccc(NC(=O)CCc2ncc(-c3ccc(Cl)cc3)o2)cc1	-41%
CC(=O)N/N=C(/C)c1ccc(NC(=O)C2CC2)cc1	?
O=C(O)CC1(CC(=O)N2CC[C@H]3NC(=O)N(c4ccc(F)cc4)C(=O)[C@H]32)CCCC1	-5%[176 µM]
COc1ccccc1-c1nc(-c2cc3ccccc3nc2OC)no1	-2%
COCCNC(=O)[C@@H]1C[C@H](Oc2ccccc2)CN1C(=O)CCc1ccccc1	39%
O=C1NCCCCCN(C(=O)CN2CCOCC2)[C@H]2CCC[C@@H]12	15%
O=C1NCc2ccccc2CC12CCCCN2Cc1ccc(CO)o1 (stereo unspecified)	4%[6.33 µM]
O=C(CN1CC2CC(C1)[C@H]1CCCC(=O)N1C2)NCC1CCCCC1 (stereo partly specified)	41%
O=C(c1ccc(N2CC3CC(C2)[C@H]2CCCC(=O)N2C3)nc1)N1CCN(c2cccc(Cl)c2)CC1 (stereo partly specified)	23%
Cc1cc(Br)ccc1NC(=O)Cn1nc(-c2cccs2)oc1=O	-19%
CCCn1c(Cl)nc2c1c(=O)n(C)c(=O)n2C	11%
O=C1CCCC2=C1C(c1ccsc1)CC(=O)N2c1cccc(C(F)(F)F)c1 (stereo unspecified)	5%
Cc1cccc(NC(=O)Cn2nc(-c3ccccc3)c3c(c2=O)CCCC3)c1C	-11%
O=C(CCn1ccn2nc3c(c2c1=O)CCCC3)Nc1ccc(F)cc1F	33%[activator]
Cc1cccc(CN(C(=O)c2ccco2)c2ccc(CC(=O)N(C)Cc3ccccc3)cc2)c1	-8%
COc1ccc(CNc2ncncc2-c2ccc(C(=O)N(C)C)cc2)c(OC)c1	?
CCC(C)(C)NC(=O)CC(c1ccccc1)c1ccccc1	-37%
CNS(=O)(=O)c1cc(NS(=O)(=O)c2cccc(Br)c2)ccc1C	10%

Next section:
SMILES	ALOX12 inh
O=C(O)Cn1ccc2cc(OCc3cccc(-c4ccccc4O)c3)cnc21	?
CC(=O)N1CCN(C(=O)c2cccc(-c3ccco3)c2)CC(O)C1 (stereo unspecified)	?
O=C(CCc1nnc2ccc(NCc3ccco3)nn12)Nc1ccc2c(c1)OCO2	-24%
Cc1cc(C(=O)NCc2ccnc(N3CCOCC3)c2)on1	35%
Cc1ncncc1C(=O)N1CC[C@@](O)(C2CCOCC2)[C@H](C)C1	37%[activator]
Cc1noc2c(NCCN(C)C)cc(-c3ccccn3)nc12	48%[activator][176 µM]
CN1C(=O)CO[C@H](c2ccc(NC(=O)NC(C)(C)C)cc2)[C@H]1CO	-19%[176 µM]
Cc1cn2nc(C(=O)Nc3ccc(F)c(F)c3)cc2c(N(C)Cc2ccccc2)n1	44%[activator]
O=c1cnc2cnc(Oc3cccc(Cl)c3)nc2n1Cc1ccc(F)cc1	0%
CCOP(=O)(OCC)c1nc(-c2cccs2)oc1NCc1ccccc1	11%
CCOc1cc(C(=O)N2CCCN(c3cc(-c4ccccc4)[nH]n3)CC2)cc(OCC)c1OCC	54%[activator]
COc1ccccc1CNC(=O)NC(c1ccccc1)c1ccccc1	14%
O=[S+]([O-])(c1ccc(Cl)cc1)c1nnn2c1nc(NC1CCCC1)c1ccccc12	-1%[6.33 µM]
N#Cc1ccc(N2CCC(C(=O)OCc3cccc4cccnc34)CC2)nc1	?
CCCNc1cc(N2CCC(CCC(=O)NCCN3CCCCCC3)CC2)ncn1	92%[activator]
COc1ccc(NC(=O)c2ccc(CN3C(=O)NC4(CCOCC4)C3=O)cc2)cc1OC	28%
COc1ccc(-c2nc(CSCC(=O)NC3CCC(C)CC3)co2)cc1 (stereo unspecified)	?
Cc1ccc(/C=N/NC(=O)CCc2ccccc2)cc1	?
CC(C)(C)C(=O)N1CCC2(CC1)C(=O)N(CC(=O)Nc1cccc(Cl)c1)CN2c1ccccc1	?
O=C1C2CN(Cc3ccccc3Cl)CCC2OCCN1Cc1ccccc1 (stereo unspecified)	-17%[176 µM]
COC(=O)[C@@H]1C[C@H](NC(=O)c2cc(OC)nc(OC)n2)CN1C	54%[activator]
O=C(c1ccc(CCC2COc3ccccc3O2)cc1)N1CCCCC1 (stereo unspecified)	23%
CCc1ccc(NC(=O)c2ncoc2-c2ccc(OC)c(OC)c2)cc1	-31%
COc1ccc(C2=C(O)C(=O)N(Cc3ccncc3)C2c2ccc(Br)cc2)cc1 (stereo unspecified)	?
CC(=O)c1ccc(OCc2ccccc2Cl)cc1	13%
Cc1noc(C)c1-c1nc(NCCN2CCOCC2)c2ccccc2n1	56µM*
CC1(C)[C@H](Cc2cc(CC3CCCCC3)on2)C[C@@H]1NC(=O)C1CCC1	?
COC(=O)c1ccc(NC(=O)CCc2ncc(-c3ccccc3)o2)cc1	-2%
COc1ccc(S(=O)(=O)N2CCCCC2)cc1NC(=O)c1ccc(F)cc1	-19%
CC(C)CCN1CCC(O)(c2csc(CN(C)Cc3cccnc3)n2)CC1	27%[176 µM]
CCc1noc(C(C)N2CCN(c3oc(-c4ccco4)nc3C#N)CC2)n1 (stereo unspecified)	0%

Screening data as filed in PubChem.
